# Source: PubChem BioAssay
# Cdc42 wt – modulators of GTP binding to wildtype Cdc42, primary screen, biochemical, multiplex bead flow cytometry, Bodipy-GTP. Cell division control protein 42 homolog (Homo sapiens), P60953. GST-Cdc42 beads; actives lie on both sides. percent activity (GTP binding), % at 10 µM. 190,000 tested, 0.2% active;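 active = percent activity GTP binding at least 20 points away from the 100% baseline, either down as inhibitor or up as activator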;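 note: median bead fluorescence of bound Bodipy-FL-GTP at 100 nM; 0% = excess unlabeled GTP control and 100% = no compound control; below 100% means less GTP binding so inhibitor and above means activator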
# Target sequence (P60953 whole entry, looked up): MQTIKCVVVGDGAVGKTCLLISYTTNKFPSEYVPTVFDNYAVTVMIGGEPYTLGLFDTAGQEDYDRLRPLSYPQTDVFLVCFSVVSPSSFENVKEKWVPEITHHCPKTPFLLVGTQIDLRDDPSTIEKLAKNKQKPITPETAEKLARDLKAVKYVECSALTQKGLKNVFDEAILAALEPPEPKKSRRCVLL
# Mcl1-Noxa inh – Mcl-1/Noxa binding inhibitors, primary screen, biochemical, TR-FRET, 1536-well | Induced myeloid leukemia cell differentiation protein Mcl-1 (Homo sapiens), Q07820 | TR-FRET Mcl-1/Noxa peptide binding, 2 h | inhibition, % at 21.7 µM | 220,000 tested, 1.5% active | AID 1022, 2008;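 active = compounds that cut the protein-peptide binding signal by more than 50% relative to plate controls in a single-dose test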;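 note: His-tagged Mcl-1 with rhodamine Noxa BH3 peptide and terbium anti-His antibody; 0% = Mcl-1 plus Noxa peptide wells and 100% = peptide-only wells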
# Target sequence (Q07820 whole entry, looked up): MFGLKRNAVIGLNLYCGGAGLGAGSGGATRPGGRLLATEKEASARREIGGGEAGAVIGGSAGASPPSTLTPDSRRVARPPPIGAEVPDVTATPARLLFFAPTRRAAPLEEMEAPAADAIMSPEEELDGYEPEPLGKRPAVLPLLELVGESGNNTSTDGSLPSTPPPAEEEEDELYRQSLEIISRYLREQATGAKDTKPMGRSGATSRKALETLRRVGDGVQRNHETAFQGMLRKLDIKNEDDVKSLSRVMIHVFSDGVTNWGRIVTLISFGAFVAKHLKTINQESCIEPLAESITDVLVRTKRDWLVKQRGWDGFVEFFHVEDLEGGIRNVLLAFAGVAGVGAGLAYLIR
# Rac1 act GTP bind – GTP binding modulators of activated mutant Rac1, primary screen, biochemical, bead-based flow cytometry, multiplex, fluorescent GTP; percent activity (GTP binding), % at 10 µM; 190,000 tested, 0.11% active; Ras-related C3 botulinum toxin substrate 1 (Homo sapiens), P63000; GST-Rac1 activated beads; actives lie on both sides; 100% means binding = to untreated wells; AID 764, 2007;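 active = GTP binding at least 20 percentage points away from the 100% baseline, in either direction, so actives lie on both sides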
# Rab2 wt GTP – modulators of GTP binding to Rab2A wildtype, primary screen, biochemical, dog, bead-based flow cytometry, multiplex. GTP binding activity, % at 10 µM. 190,000 tested, 0.19% active. GST-Rab2 wt beads, Bodipy-GTP binding. Ras-related protein Rab-2A (Canis lupus familiaris), P61105;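 active = GTP binding activity at least 20 points away from 100%, either lowered or raised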;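 note: 0% = beads with excess unlabeled GTP and 100% = no-compound control corrected for plate trend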
# Rac1 wt modul – wildtype Rac1 GTP binding modulators, primary screen, biochemical, GST-Rac1 beads, flow cytometry, multiplex; Ras-related C3 botulinum toxin substrate 1 (Homo sapiens), P63000; fluorescent GTP binding; actives lie on both sides; 0 = cold GTP competed, 100 = untreated; GTP binding activity (% of control), % at 10 µM; 190,000 tested, 0.27% active; AID 757, 2007;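 active = GTP binding activity at least 20 points away from the 100% control level, either lower or higher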
# Rab7 wt GTP bind – modulators of GTP binding to Rab7, primary screen, biochemical, wildtype, multiplex bead flow cytometry | 190,000 tested, 0.055% active | Rab7 GTPase wild type (dog), Bodipy-FL-GTP binding | AID 758, 2007 | GST-Rab7 beads, fluorescent GTP binding; actives lie on both sides; untreated = 100%, excess cold GTP = 0% | GTP binding activity (percent of control), % at 10 µM;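 active = fluorescent GTP binding to Rab7 beads changed by at least 20 points from the 100% baseline, either direction, mostly lower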;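 note: median green fluorescence of bound Bodipy-FL-GTP per Rab7 bead population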
# Avidin fluor – green autofluorescence of compounds with avidin beads – biophysical, 488/530 nm, flow cytometry, artefact control, profiling panel. compound fluorescence 488/530 nm; active compounds read high. fluorescence (KMESF) at 10 µM. 220,000 tested, 0.38% active; in the data active = fluorescence above about 47; note: inactives centre near 10
# GSH bead fluor – compound fluorescence on glutathione beads, profiling panel, artefact control, biophysical, 488/530 nm, flow cytometry | GSH beads flow cytometry, compound fluorescence 488/530 nm; active compounds read high | 190,000 tested, 0.25% active | fluorescence (KMESF) at 10 µM; in the data active = fluorescence above about 89;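 note: glutathione beads carrying GST-tagged Bcl family fusion proteins plus one bare bead set; values are compound well signal with DMSO vehicle wells as background; inactives centre near 16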
# HRas wt GTP – modulators of GTP binding to HRas wildtype, primary screen, biochemical, bead-based flow cytometry, multiplex; GTPase HRas (Homo sapiens), P01112; GST-Ras wt beads, Bodipy-FL-GTP binding; actives lie on both sides; GTP binding activity, % at 10 µM; 190,000 tested, 0.14% active; AID 759, 2007;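 active = GTP binding activity at least 20% away from the 100% baseline, either lowered as inhibitor or raised as activator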;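 note: 0% = unlabeled GTP competition control and 100% = no-compound control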
# Target sequence (P01112 whole entry, looked up): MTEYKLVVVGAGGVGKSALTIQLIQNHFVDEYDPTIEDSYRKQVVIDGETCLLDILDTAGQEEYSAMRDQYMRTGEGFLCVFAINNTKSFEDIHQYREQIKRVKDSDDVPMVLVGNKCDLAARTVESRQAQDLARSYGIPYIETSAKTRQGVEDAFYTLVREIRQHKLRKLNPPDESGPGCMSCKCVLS
# Mcl1-Bid inh – Mcl-1/Bid binding inhibitors, primary screen, biochemical, TR-FRET, 1536-well. TR-FRET Mcl-1/Bid-Dy647 peptide binding. inhibition, % at 21.7 µM. 220,000 tested, 0.97% active. AID 1021, 2008;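 active = compounds that cut the binding signal by more than half at the single screening dose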;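 note: His-tagged Mcl-1 with europium anti-His antibody binding Bid BH3 peptide; 0% = Mcl-1 plus peptide wells and 100% = peptide-only wells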
# Pf gametocyte – late stage P. falciparum gametocyte viability inhibitors, primary screen, ATP luminescence, HTS; P. falciparum stage V gametocytes, 24 h; inhibition, % at 10.9 µM; 150,000 tested, 0.065% active; AID 743093, 2013;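 active = inhibition above the mean plus 3 SD of compounds within the control limits, set per campaign, cut at about 38% in these data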;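 note: 0% = DMSO wells and 100% = medium only without gametocytes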
# An asterisk follows results filed as active; · = not tested or not shown.
SMILES,Cdc42 wt,Mcl1-Noxa inh,Rac1 act GTP bind,Rab2 wt GTP,Rac1 wt modul,Rab7 wt GTP bind,Avidin fluor,GSH bead fluor,HRas wt GTP,Mcl1-Bid inh,Pf gametocyte
CC(=O)Nc1ccc(S(=O)(=O)N2CCCCC2C(=O)O)cc1 (stereo not given),95,11,94,97,95,96,8,14,96,-13,4
COc1ccc(CNCCSc2nnnn2C)cc1OC,104,13,99,103,101,101,11,18,103,-1,·
CCOC(=O)CSc1nc(-c2ccc3c(c2)OCO3)ccc1C#N,102,-8,101,102,105,105,35,18,103,1,-3
COc1ccccc1CC(=O)NCC1CCCO1 (stereo not given),94,-1,92,93,91,95,12,26,95,-7,·
Cc1ccc(S(=O)(=O)N2CCN=C2SCc2ccc(Cl)c(Cl)c2)cc1,100,-7,98,98,101,102,4,10,100,-5,8
Cc1cc(N2CCN(C)CC2)nc2ccc(NC(=O)c3ccccc3F)cc12,99,16,94,98,103,105,11,11,100,1,-2
CCOc1ccc(NC(=O)CN2CCC(n3cnc4cc(F)ccc43)CC2)cc1,97,21,96,96,94,95,9,11,96,-33,-9
CCOC(=O)Cc1csc(NC(=O)C2CCCN(S(=O)(=O)c3cnc[nH]3)C2)n1 (stereo not given),99,-2,97,95,102,92,4,13,96,-22,·
Cc1cc(C)nc(-n2nc(C)c3c(C(F)F)cc(C)nc32)n1,102,0,97,98,100,97,26,10,100,-32,18
O=C(Cc1c[nH]c2ccccc12)NCc1ccc2c(c1)OCO2,102,-6,99,99,104,96,10,44,101,-12,·
O=C(c1cc2ccccc2c(=O)o1)N1CCCC1,102,3,101,101,103,99,9,12,101,-11,7
O=C(O)c1cnn2cc(-c3[nH]ncc3[N+](=O)[O-])cnc12,100,18,98,92,97,94,8,9,94,0,4
Fc1ccc(C2c3cccn3CCN2C(=S)Nc2cccc(F)c2)cc1 (stereo not given),98,25,94,98,99,104,22,11,97,-34,6
CC(=O)OC1CC(n2ccc(NC(=O)c3ccccc3)nc2=O)OC1CO (stereo not given),97,2,98,98,99,96,6,14,98,24,·
CCOc1cc(C=O)ccc1OCCSc1ccc(Cl)cc1,96,-5,97,98,99,97,6,29,97,1,·
CC(C)(C)n1nnnc1C(c1ccc(F)cc1)N1CCN(Cc2ccc3c(c2)OCO3)CC1 (stereo not given),98,12,95,96,99,98,4,40,96,-4,·
COc1ccc(NC(=O)C(NC(=O)Cc2cccs2)c2ccc(C)cc2)cc1 (stereo not given),99,10,97,97,100,99,16,10,95,6,-13
COC(=O)COc1cc(C)cc2oc(=O)c(CC(=O)OC)c(C)c12,94,-11,95,96,95,95,60*,24,96,4,·
COc1cc(/C=N/N2C(=O)C3C4c5ccccc5C(c5ccccc54)C3C2=O)ccc1O (stereo not given),100,37,98,99,99,99,14,13,98,43,·
COc1cc(OC)cc(C(=O)Nc2ncc3c(n2)CC(C)(C)CC3=O)c1,94,16,94,93,94,92,8,31,95,-6,·
C#CCSc1nc(Cc2ccc(Cl)cc2)nc2ccccc12,95,-2,98,95,100,92,29,8,96,-157,2
CCc1cc2c(CN3CCN(C)CC3)cc(=O)oc2cc1O,104,18,100,102,101,100,15,27,102,-48,-31
CCN1C(=O)c2cccc3c(S(=O)(=O)NCCc4c[nH]c5ccccc45)ccc1c23,101,12,100,98,101,98,9,31,100,-31,5
Cc1cc(C)c(NC(=O)c2ccccc2N(C)S(C)(=O)=O)c(C)c1,103,11,98,102,106,103,7,12,102,-2,·
COc1cc(S(=O)(=O)Nc2ccc(C)cc2)ccc1N=Cc1c(C)[nH]n(-c2ccc(C)cc2)c1=O,97,12,98,94,98,98,11,12,100,-8,4

# 13 consecutive compounds already listed:
SMILES,Cdc42 wt,Mcl1-Noxa inh,Rac1 act GTP bind,Rab2 wt GTP,Rac1 wt modul,Rab7 wt GTP bind,Avidin fluor,GSH bead fluor,HRas wt GTP,Mcl1-Bid inh,Pf gametocyte
COc1ccccc1CC(=O)NCC1CCCO1 (stereo not given),94,-1,92,93,91,95,12,26,95,-7,·
Cc1ccc(S(=O)(=O)N2CCN=C2SCc2ccc(Cl)c(Cl)c2)cc1,100,-7,98,98,101,102,4,10,100,-5,8
Cc1cc(N2CCN(C)CC2)nc2ccc(NC(=O)c3ccccc3F)cc12,99,16,94,98,103,105,11,11,100,1,-2
CCOc1ccc(NC(=O)CN2CCC(n3cnc4cc(F)ccc43)CC2)cc1,97,21,96,96,94,95,9,11,96,-33,-9
CCOC(=O)Cc1csc(NC(=O)C2CCCN(S(=O)(=O)c3cnc[nH]3)C2)n1 (stereo not given),99,-2,97,95,102,92,4,13,96,-22,·
Cc1cc(C)nc(-n2nc(C)c3c(C(F)F)cc(C)nc32)n1,102,0,97,98,100,97,26,10,100,-32,18
O=C(Cc1c[nH]c2ccccc12)NCc1ccc2c(c1)OCO2,102,-6,99,99,104,96,10,44,101,-12,·
O=C(c1cc2ccccc2c(=O)o1)N1CCCC1,102,3,101,101,103,99,9,12,101,-11,7
O=C(O)c1cnn2cc(-c3[nH]ncc3[N+](=O)[O-])cnc12,100,18,98,92,97,94,8,9,94,0,4
Fc1ccc(C2c3cccn3CCN2C(=S)Nc2cccc(F)c2)cc1 (stereo not given),98,25,94,98,99,104,22,11,97,-34,6
CC(=O)OC1CC(n2ccc(NC(=O)c3ccccc3)nc2=O)OC1CO (stereo not given),97,2,98,98,99,96,6,14,98,24,·
CCOc1cc(C=O)ccc1OCCSc1ccc(Cl)cc1,96,-5,97,98,99,97,6,29,97,1,·
CC(C)(C)n1nnnc1C(c1ccc(F)cc1)N1CCN(Cc2ccc3c(c2)OCO3)CC1 (stereo not given),98,12,95,96,99,98,4,40,96,-4,·

# Additional records.
SMILES,Cdc42 wt,Mcl1-Noxa inh,Rac1 act GTP bind,Rab2 wt GTP,Rac1 wt modul,Rab7 wt GTP bind,Avidin fluor,GSH bead fluor,HRas wt GTP,Mcl1-Bid inh,Pf gametocyte
Cc1cccc(C(=O)Nc2ccccc2C(=O)OCc2c(C)noc2C)c1,95,-5,94,95,96,96,11,26,93,-9,-7
CC(=O)N1CCN(Cc2nc3cc(NC(=O)c4ccccc4C)ccc3n2C)CC1,101,2,100,98,98,98,33,8,99,-26,-5
CCOC(=O)C1CCCN(c2c(Nc3ccc(C)c(C)c3)c(=O)c2=O)C1 (stereo not given),107,-7,103,101,109,101,16,13,103,-7,·
O=c1[nH]cn[nH]1,99,-14,97,99,102,104,6,21,99,-8,·
COc1cc2c(cc1OC)C(c1cccnc1)CC(=O)N2 (stereo not given),104,10,98,103,108,102,9,20,104,-18,·
CC(C)(C)c1ccc(OCCC(=O)NC2=NCCS2)cc1,99,16,98,98,100,100,9,37,99,-15,·
Cc1ccccc1NC(=O)CNc1ccc(Cl)c(C(F)(F)F)c1,105,8,99,99,103,102,32,12,101,-16,-4
Cc1nc(S(=O)(=O)N(C)c2ccccc2)c(C#N)c(C)c1Cl,115,2,104,110,109,100,14,16,108,1,·
Cc1cccc(N=C2N=C(N)c3ccccc32)c1,99,4,96,99,99,104,40,14,100,1,2
CCOC(=O)C1(CC2CCCCO2)CCN(C(=O)Nc2ccccc2CC)CC1 (stereo not given),98,2,96,98,101,102,3,11,98,11,4
C=CCNc1nc(-c2sc(NC(=O)CC)nc2C)cs1,103,12,98,102,104,99,21,22,101,2,·
CCCCN1C(=O)c2ccc(C(=O)Nc3ccc(S(=O)(=O)N(C)C)cc3)cc2C1=O,107,-8,104,105,106,102,5,14,105,-11,·
COc1cc(OC)c(C2CC(=O)N3CN(c4ccccc4C)CSC3=C2C#N)cc1OC (stereo not given),96,7,95,94,97,95,19,21,95,-35,-9
Cc1ccccc1-c1nc(S(=O)(=O)c2ccc(Cl)cc2)c(NCCN2CCOCC2)o1,104,4,102,99,105,99,9,12,101,1,·
CC(=O)Nc1cccc(NC(=O)Nc2ccc(C)c(Cl)c2)c1,100,13,97,99,102,104,7,20,99,1,-3
O=C1CCCC2=C1C(c1cccs1)Nc1ccc3ncccc3c12 (stereo not given),101,13,98,100,102,103,8,24,100,-22,·
O=C(Nc1c(Cl)cc(Cl)cc1C(=O)NCC1CCCO1)c1ccco1 (stereo not given),100,4,97,99,101,99,13,7,100,-17,-30
COc1ccc(-n2nc(C(=O)NCc3ccco3)c3ccccc3c2=O)cc1,101,-3,101,99,102,98,26,24,100,17,19
Cc1cccc(/C=N/NC(=O)CN2CCCCCCC2)c1,101,23,102,100,103,103,3,10,99,0,5
NC(=O)c1c(NC(=O)C2c3ccccc3Oc3ccccc32)sc2c1CCCCC2,97,68*,97,98,100,98,7,12,98,-52,2
COc1cc(C2C(C#N)=C(N)Oc3cc(C)n(CCN4CCOCC4)c(=O)c32)cc(OC)c1OC (stereo not given),101,1,100,101,96,101,16,17,98,-20,·
N#Cc1ccsc1NC(=O)CN1CCN(S(=O)(=O)c2ccccc2C(F)(F)F)CC1,98,2,98,99,100,102,18,9,99,-13,0
CCOC(=O)c1cc(-c2ccco2)nc2c1c(C)nn2-c1cccc(Cl)c1,101,78*,100,99,104,100,10,33,100,49,4
O=C(Nc1ccc([N+](=O)[O-])cc1)/C(=C/c1cccc([N+](=O)[O-])c1)NC(=O)C1CCCCC1,107,10,103,103,106,106,40,19,105,8,·
Cc1cccc2cc(CN(CCN(C)C)C(=S)NCc3ccco3)c(=O)[nH]c12,103,-7,99,101,103,102,6,10,99,-34,12
O=C(NCCCN1CCN(Cc2ccccc2Cl)CC1)Nc1ccccc1,106,13,102,103,106,97,29,11,102,0,2
O=C(CCc1nc2ccccc2s1)OCC(=O)N1CCN(C(=O)c2ccco2)CC1,103,3,100,101,103,102,16,29,101,-21,·
O=C(OCCN=C1NS(=O)(=O)c2ccccc21)c1ccccc1,99,-3,97,95,99,99,13,32,96,2,·

# Rows are unselected; 3% or so of the library scored in one or more.
